Source: PubChem
phage Ecoli inh = E. coli growth loss with phage present; 360,000 compounds, 0.26% hits; inhibition, % at 11.9 µM; growth absorbance; in the data active = inhibition above about 11%
PKA-R1A act = PKA-R1A complex activation; P00514+P68181; AID 504707; 340,000 compounds, 0.083% hits; PKA-R1A dissociation, Cy5-IP20 fluorescence polarization; scaled: DMSO 0%, 113 µM cGMP 100%; activation, % at 11.4 µM;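 active = percent activation above the mean of all tested compounds plus 3 SD, cut at about 19% in these data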;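 note: higher means more PKAc released from R1A so a rise in polarization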
AddAB inh = less growth of phage-infected E. coli with AddAB; E. coli expressing H. pylori AddAB, absorbance growth; inhibition, % at 11.9 µM; 330,000 compounds, 0.29% hits; AID 435030; in the data active = inhibition above about 12%;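 note: 0% = vehicle wells of infected cells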
PfHsp90 set2 = growth inhibition of yeast expressing Plasmodium Hsp90; S. cerevisiae expressing PfHsp90, BacTiter-Glo ATP, 48 h; yeast lacking PDR1 and PDR3 efflux regulators; inhibition, % at 9.4 µM; 310,000 compounds, 0.32% hits; AID 504621;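 active = every replicate shows inhibition above about 80%, whatever the replicate mean, limit read from the data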;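 note: 0% = DMSO neutral controls and 100% = 20 µM radicicol positive controls; yeast relying on Plasmodium falciparum Hsp90 in place of its own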
MOR-DOR ag = agonists of human mu-delta opioid receptor heterodimerization. 340,000 compounds, 0.3% hits. activation, % at 9.3 µM. cells, OPRM1-OPRD1 heterodimerization, luminescence. P35372+P41143. AID 504326; in the data active = activation above about 18%;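 note: 0% = vehicle-treated cells and 100% = reference agonist; values of inactives mirror those of a sister screen read the other way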
Arr AP2 block = blocks beta-arrestin peptide binding to AP2 adaptin | inhibition, % at 10 µM | AID 504490 | 340,000 compounds, 0.31% hits | FITC-arrestin peptide / GST-AP2 beads, flow cytometry; AP2 beta2 appendage carries R879A mutation;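 active = inhibition above a set limit, near 3 SD of compounds lacking own fluorescence, cut at about 54% in these data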;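 note: plate controls were DMSO wells for no effect and 5 µM unlabelled arrestin peptide for full effect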
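System: GST-AP2 R879A bound to glutathione beads, E. coli-expressed. Also added: 50 nM FITC-arrestin peptide. Schedule: compound with beads 12 min RT, then probe 1 h RT. Signal: bead flow cytometry, FITC channel. Read-out basis: percent response.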
OPRM1-OPRD1 inv = inverse agonist of human OPRM1-OPRD1 heterodimerization. 340,000 compounds, 0.21% hits. P35372+P41143. cell-based MOR-DOR heterodimer luminescence, inverse agonism. AID 504357. inhibition, % at 9.3 µM; in the data active = inhibition above about 22%, passing the limit was not always enough;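 note: 0% = cells with DMSO and 100% = wells without cells with DMSO; values of inactives mirror those of a sister screen read the other way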
E coli growth = bacterial growth inhibition, counter-screen for AddAB inhibitors | E. coli V3065 growth, OD600 absorbance, 18 h | inhibition, % at 11.9 µM | 330,000 compounds, 0.27% hits | AID 449728;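 active = inhibition above the campaign's mean inhibition across all tested compounds plus 3 SD, cut at about 9.9% in these data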;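 note: uninfected addAB+ strain grown without phage in ampicillin broth; 0% = DMSO wells and 100% = ciprofloxacin 0.95 µg/ml wells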
Pemphigus Ab inh = blocks pemphigus antibody binding to human desmoglein-3; DSG3-coupled beads, scFv-anti-DSG3-GFP binding, flow cytometry; active compounds read low; binding (percent of control), % at 10 µM; 310,000 compounds, 0.48% hits;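 active = binding more than 3 SD below its plate's average and above zero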;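 note: hits lower antibody fragment binding to DSG3; some compounds called inactive have numbers as strong as hits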
Target sequence (P32926 whole entry, looked up, the tested form may be a part): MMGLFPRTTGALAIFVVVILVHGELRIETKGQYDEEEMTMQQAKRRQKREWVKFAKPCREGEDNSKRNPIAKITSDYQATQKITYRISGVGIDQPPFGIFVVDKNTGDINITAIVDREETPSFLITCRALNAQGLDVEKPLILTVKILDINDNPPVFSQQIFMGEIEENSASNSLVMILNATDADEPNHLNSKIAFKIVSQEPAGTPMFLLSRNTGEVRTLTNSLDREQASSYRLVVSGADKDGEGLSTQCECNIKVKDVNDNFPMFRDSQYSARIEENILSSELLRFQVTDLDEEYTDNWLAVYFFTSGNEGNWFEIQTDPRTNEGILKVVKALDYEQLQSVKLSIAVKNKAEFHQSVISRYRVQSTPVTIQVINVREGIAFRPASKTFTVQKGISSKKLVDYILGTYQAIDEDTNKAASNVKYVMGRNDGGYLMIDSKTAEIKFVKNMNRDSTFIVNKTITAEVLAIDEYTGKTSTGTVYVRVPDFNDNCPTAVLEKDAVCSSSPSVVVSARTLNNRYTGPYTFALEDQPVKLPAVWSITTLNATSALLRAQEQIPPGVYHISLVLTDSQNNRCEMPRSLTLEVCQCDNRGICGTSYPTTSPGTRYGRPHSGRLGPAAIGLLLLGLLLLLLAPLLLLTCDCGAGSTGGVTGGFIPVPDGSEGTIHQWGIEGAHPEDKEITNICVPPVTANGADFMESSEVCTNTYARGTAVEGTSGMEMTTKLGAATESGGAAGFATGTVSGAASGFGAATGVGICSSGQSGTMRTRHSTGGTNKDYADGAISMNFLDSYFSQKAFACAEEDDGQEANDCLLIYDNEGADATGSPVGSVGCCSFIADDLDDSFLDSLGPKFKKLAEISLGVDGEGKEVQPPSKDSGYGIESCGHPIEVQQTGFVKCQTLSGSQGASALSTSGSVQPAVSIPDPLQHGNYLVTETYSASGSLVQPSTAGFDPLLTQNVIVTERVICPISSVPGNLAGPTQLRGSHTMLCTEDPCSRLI
Tat transport = E. coli Tat transport inhibition; inhibition, % at 10 µM; 340,000 compounds, 0.036% hits; AID 488895; E. coli MC4100 TorA-mCherry Tat export, fluorescence;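 active = mean replicate inhibition at least 50% and at least half of replicates individually reaching 50%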;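 note: exported cargo escapes ClpAP degradation while cytoplasmic cargo is degraded and loses fluorescence; 0% = median of neutral control wells and 100% = median of NaSCN control wells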
SUMO Mot1 rescue = blocks SUMOylation pathway, rescuing yeast Mot1-301 growth | 320,000 compounds, 1% hits | growth rescue, % at 18.8 µM | S. cerevisiae Mot1-301 growth rescue, ATP luminescence, 38.5C; percent above DMSO median, 100 means doubled;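 active = every valid replicate shows activation above 250% relative to neutral control wells; inactive = the rest, any valid replicate at or below 250%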;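 note: OY570 slx delta 5 strain wells were the positive control but not used for scaling; some compounds called inactive have numbers as strong as hits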
* marks the source's active call; other numbers are inactive results; . = not tested or not shown; & = joins results of further samples. An unsorted share of the library, and some 2.8% of all compounds hit somewhere here.

SMILES | phage Ecoli inh | PKA-R1A act | AddAB inh | PfHsp90 set2 | MOR-DOR ag | Arr AP2 block | OPRM1-OPRD1 inv | E coli growth | Pemphigus Ab inh | Tat transport | SUMO Mot1 rescue
CC(=O)Nc1ccc(NC(=O)C2(C)CC2(Cl)Cl)cc1 (centres undefined) | 2.4 | -8 | -0.3 | -24 | -3.4 | -9 | 16 | -0.8 | 105 | -7 | 16
O=C(O)c1cc(NC(=O)c2ccccc2F)cc(NC(=O)c2ccccc2F)c1 | 0.0 | 0 | 0.5 | 1 | -0.4 | -9 | 2 | 1.1 | 112 | 5 | -5
Cc1noc(C)c1COc1ccc(C(=O)N2CCN(S(=O)(=O)c3ccc(F)cc3)CC2)cc1 | 1.5 | -9 | . | 12 | -1.5 | -5 | 6 | . | . | 3 | .
O=C(COC(=O)c1ccc(N2CCCC2=O)cc1)c1ccc(OC(F)F)cc1 | 1.9 | -1 | 3.2 | 20 | -1.2 | -11 | 6 | -3.6 | 114 | 6 | -26
O=C(C1CCCCN1S(=O)(=O)c1ccccc1[N+](=O)[O-])N1CCCC1 (centres undefined) | 1.4 | 6 | 2.1 | 36 | -1.1 | 3 | 6 | -1.9 | 92 | -4 | 4
O=C(NCC1CCCN1S(=O)(=O)c1cccs1)c1cccc(F)c1 (centres undefined) | 1.2 | 10 | -1.3 | . | 0.1 | 2 | -1 | 0.8 | 103 | -5 | 56
C=C(C)CSc1cc(C)nc2c(-c3ccccc3)c(C)nn12 | 1.6 | -3 | -1.6 | 7 | -1.9 | -2 | 10 | -2.6 | 113 | 4 | 8
COc1ccc(N=C2SC(CC(=O)Nc3ccc(OC)cc3OC)C(=O)N2C)cc1 (centres undefined) | 1.5 | 7 | -0.9 | . | 1.7 | -1 | -8 | -0.4 | 111 | 1 | -28
CCN1C(=O)C(=O)N(CC(=O)N(C)CC(=O)Nc2ccccc2Cl)C1=O | 3.4 | 0 | 1.7 | 1 | -2.3 | 14 | 12 | -0.3 | 97 | -1 | -6
O=C1C=C(c2ccc(-c3ccccc3)c(F)c2)C[C@@H](c2ccc(Cl)cc2)C1 | 3.0 | 6 | 1.4 | 2 | -1.1 | 10 | 5 | 0.1 | 102 | -5 | -17
C(=N\Nc1nncn1/N=C/c1ccco1)/c1ccco1 | 3.7 | 0 | 1.4 | -7 | -2.9 | 2 | 15 | 1.5 | 99 | 2 | -4
O=C(Nc1cccc(F)c1)C1CCN(C(=O)c2ccccc2Cl)CC1 | 4.4 | -4 | 2.0 | 7 | -2.3 | 3 | 11 | 1.2 | 111 | -2 | 5
Cc1cc(C(=O)Nc2cccc([N+](=O)[O-])c2C)cs1 | -0.4 | 8 | 2.8 | 9 | -2.5 | -13 | 13 | 1.6 | . | 6 | 0
COc1ccc(Cl)cc1Nc1nc(C)nc2c1nnn2Cc1ccccc1 | 0.4 | 7 | 4.3 | -34 | 5.2 | 2 | -27 | 0.3 | 111 | -2 | -7
CCC(=O)/C=C1/Sc2ccc(OC)cc2N1CCO | 4.0 | 5 | 0.2 | 18 | -2.3 | -31 | 12 | -1.6 | 96 | -1 | -15
CCc1ccc(NC(=O)CCS(=O)(=O)c2ccc(Br)cc2)cc1 | 2.5 | -2 | -0.3 | -5 | 4.7 | 28 | -21 | -2.0 | 96 | 8 | 18
CCN1CCN(C(=S)c2ccc(O)cc2)CC1 | 2.3 | 1 | 1.5 | -5 | -2.9 | -45 | 15 | 0.1 | 101 | -9 | -16
C=CCc1cccc2cc(C(=O)NCc3ccc(C(=O)OCC)o3)c(=O)oc12 | 0.7 | -1 | -2.3 | 1 | 3.5 | -5 | -18 | -0.3 | . | 11 | 0
Nc1o[nH]c(=O)c1C1CCCCC1 | 3.1 | -11 | . | 1 | -1.7 | 12 | 8 | . | 91 | -12 | .
CCN1CCN(C(c2ccccc2)c2nnnn2Cc2ccc(OC)cc2)CC1 (centres undefined) | 2.7 | -8 | -0.7 | 2 | -2.8 | 9 | 14 | 3.0 | 100 | 3 | 2
CC1CCCCC1NC(=O)c1cccc(S(=O)(=O)N2CCN(Cc3ccccc3)CC2)c1 (centres undefined) | -2.5 | -15 | 2.0 | 17 | -2.0 | -14 | 11 | -0.7 | 106 | 3 | 311
COC(=O)c1ccc(Cn2nc(-c3cc(C)ccc3C)ccc2=O)cc1 | 1.6 | -16 | . | -9 | 0.5 | -11 | -2 | . | 107 | -2 | -10
Cc1ccc(OCC(O)Cn2c(N3CCOCC3)nc3c2c(=O)[nH]c(=O)n3C)cc1 (centres undefined) | 2.6 | -5 | 4.8 | -20 | -1.8 | 12 | 8 | 1.9 | 109 | 8 | -5
Cc1ccc(C)c(S(=O)(=O)N2C(=S)NC(=O)C2CC(C)C)c1 (centres undefined) | 2.4 | -10 | 2.9 | 8 | -0.6 | 1 | 2 | 1.6 | 105 | -4 | -4
NC(=O)[C@@H]1CCCN1Cc1nc(-c2ccc(C(F)(F)F)cc2)no1 | 3.3 | -1 | -1.1 | 0 | -1.4 | -2 | 9 | -0.6 | 113 | -6 | 3
Carrying on:
SMILES | phage Ecoli inh | PKA-R1A act | AddAB inh | PfHsp90 set2 | MOR-DOR ag | Arr AP2 block | OPRM1-OPRD1 inv | E coli growth | Pemphigus Ab inh | Tat transport | SUMO Mot1 rescue
CCOC(=O)C1=C(C)N[C@@]2(O)c3ccccc3C(=O)[C@@]12O | 0.8 | -1 | 1.4 | 13 | 0.4 | 3 | -2 | -2.2 | 93 | 4 | -15
O=C(O)CCCC(=O)Nc1ccc(S(=O)(=O)Nc2nccs2)cc1 | 2.3 | -7 | . | -14 | -4.3 | 0 | 20 | . | . | -7 | -12
O=S(=O)(c1ccc(Cl)cc1)N1CN(CC2CCCO2)c2nc3ccccc3nc21 (centres undefined) | -0.1 | -2 | 1.8 | 10 | 0.3 | -2 | -2 | 1.6 | . | 11 | 3
Cc1cccc(NC(=O)CN2CCN(C(=O)C3CCC3)CC2)c1C | 2.5 | -9 | 0.9 | 5 | -0.5 | -3 | 2 | 0.0 | 106 | 2 | 0
Cc1sc2ncnc(Sc3nnnn3-c3ccc(Cl)cc3)c2c1C | 2.9 | 6 | 2.9 | -31 | 1.9 | 46 | -12 | -1.1 | . | -8 | 33
C/C(=N\NC(=O)c1ccccc1C)c1ccc(N2CCOCC2)cc1 | 2.7 | 6 | 1.5 | -8 | -1.7 | -5 | 9 | 0.8 | 111 | -5 | -3
Oc1c(Br)cc(Br)cc1C=Nc1cccnc1 | 4.0 | 4 | 0.7 | 101* | -0.7 | -5 | 3 | 0.7 | 93 | -4 | 481*
CCC(c1nnnn1C1CCCC1)N1CCN(C(=O)c2ccco2)CC1 (centres undefined) | -2.2 | -16 | 2.7 | -15 | -3.6 | 10 | 15 | 2.1 | . | -6 | -20
CCc1ccc(/C=N/Nc2nn[nH]n2)cc1 | 1.4 | 2 | 1.3 | 30 | -1.7 | -3 | 9 | 1.6 | 99 | 0 | -28
CCC1CCCCN1S(=O)(=O)c1ccc(NC(=O)c2snnc2C)cc1 (centres undefined) | 3.0 | -4 | 2.2 | -30 | 2.1 | 32 | -11 | -1.2 | 105 | -5 | .
NC(=O)C1CCC(NC(=O)OCc2ccccc2)CC1 (centres undefined) | 1.4 | 4 | -0.3 | 3 | 0.6 | 5 | -3 | 0.9 | 93 | 11 | 4
Cc1cc(Cl)c(OCCn2ccnc2)c(Br)c1 | 2.0 | -7 | 0.8 | 20 | -0.2 | 6 | 1 | 4.0 | 123 | -6 | 25
COc1ccc(CNC(=O)C2CCCN(c3ncnc4c3nc3n4CCCCC3)C2)cc1 (centres undefined) | . | -3 | 0.3 | -9 | -3.4 | 2 | 17 | 1.8 | 104 | -4 | 12
Cc1ccc(CS(=O)Cc2ccc(C(=O)NCC(C)c3ccccc3)o2)cc1 (centres undefined) | 0.3 | 5 | 4.7 | -34 | -2.8 | 2 | 15 | 0.6 | 98 | 0 | -5
O=C(/C=C/NCc1cccnc1)c1ccc(Br)cc1 | 1.6 | 0 | 0.3 | 0 | -3.9 | 52 | 19 | 0.2 | . | 1 | 1
N#C/C(=C\c1ccccc1C(F)(F)F)C(=O)Nc1ccccc1 | -0.6 | -7 | 2.8 | 1 | -2.6 | 10 | 12 | 2.0 | 145 | 6 | -1
Cn1c(=O)c2c(SCC(=O)Nc3nccs3)nc(C3CC3)nc2n(C)c1=O | 2.3 | -4 | -0.1 | -40 | -1.8 | -2 | 9 | 0.9 | 117 | 1 | 6
Oc1nc(Nc2ccccc2)sc1/C=C1\C=Nc2ccccc21 | 0.9 | -6 | 0.1 | 7 | 11 | 6 | -56 | -0.3 | 86 | -1 | 24
O=C(COC(=O)c1ccc2c(c1[N+](=O)[O-])C(=O)c1ccccc1C2=O)NC1CC1 | 5.1 | 9 | 5.5 | -43 | 14 | 20 | -74 | 4.0 | 103 | -1 | 42
O=C(OCC(=O)N1CCOCC1)C(c1ccccc1)c1ccccc1 | 2.9 | -12 | . | -9 | -1.1 | 11 | 5 | . | 109 | -1 | .
CCOc1cccc2sc(N(CCN(CC)CC)C(=O)c3ccc(S(=O)(=O)N4CCCC4)cc3)nc12 | 0.3 | 5 | 0.4 | -3 | -3.3 | 2 | 18 | -2.2 | 93 | -1 | -5
CC(C)(C)NS(=O)(=O)c1ccc(NC(=O)C2CC(=O)N(CCc3ccc(F)cc3)C2)cc1 (centres undefined) | -0.2 | -2 | 4.2 | -17 | 0.1 | 23 | -1 | -0.1 | 96 | 3 | 289
CCCn1nc(C(=O)NCC(C)(C)N2CCOCC2)c2ccccc2c1=O | 1.4 | -3 | 1.7 | 10 | -4.8 | -2 | 20 | -0.4 | . | 3 | -9
Cc1c(N=C/C=C2/N(C)c3ccccc3C2(C)C)c(=O)n(-c2ccccc2)n1C | 0.7&0.9 | 10&1 | -1.2 | 10 | 0.2&2.2 | 8&12 | -1&-13 | -3.0 | 92&96 | -4&-3 | -15
O=C(c1c(Cl)nc2sccn12)N(C(=O)c1c(Cl)nc2sccn12)c1ccc(Cl)cn1 | 3.8 | 0 | -2.0 | 0 | -1.3 | -4 | 7 | -2.0 | 96 | -6 | 38
Cc1ccc2c([N+](=O)[O-])cccc2n1 | 4.5 | -24 | 3.5 | 15 | -0.2 | 21 | 1 | -0.9 | 105 | -10 | -6
COc1ccc(NC(=O)CC2C(=O)N(CCc3ccccc3)C(=S)N2Cc2cccnc2)cc1 (centres undefined) | 0.6 | -16 | 1.5 | -23 | -0.5 | -7 | 3 | 1.2 | 96 | 9 | 4
OCCNc1nc(-c2ccccc2)nc2c1oc1ccccc12 | 2.6 | -3 | 0.4 | -23 | -0.5 | 8 | 2 | -1.1 | 110 | 1 | -16
